# Screening data as filed in PubChem BioAssay.
# NADH enzymes: inhibitors of enzymes used to reach an NAD/NADH endpoint | IC50, µM (titrated, usually from 10 µM), for the others: at the top dose inhibition | coupled PK/LDH NADH assays, four targets | 65,000 compounds, 0.02% hits;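 active = single-dose screening hits from any of four coupled enzyme assays that gave an IC50 when retested across doses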;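 note: the DPM-DC format reads NADH fluorescence rather than 340 nm absorbance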
# HER2 expr 66K: Her2 kinase expression inhibition; HER2 level % of control, % at 10 µM; P04626; SKBR-3 HER2 protein level, AlphaScreen, 18-24 h; stronger effect = lower value; AID 645; 65,000 compounds, 0.69% hits;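 active = HER2 level under 5% of the carrier-only control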;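 note: 100% = DMSO carrier and 0% = 500 nM PU-H71 HSP90 inhibitor; lower value means stronger loss of Her2 protein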
# M1 antagonist: antagonists of rat M1 muscarinic receptor. B-score at 10 µM. CHO-M1 cells, Fluo-4 calcium, ACh EC80 antagonist mode; stronger effect = lower value. 64,000 compounds, 3.4% hits;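 active = calcium fluorescence response, raw or row-and-column corrected B-score, differing from the plate sample mean either way at a set confidence level, mostly lower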
# Hsp90 inh: displaces geldanamycin probe from tumor Hsp90; P07900; NCI-N417 lysate Hsp90, Cy3B-geldanamycin FP displacement; inhibition, % at 30 µM; 64,000 compounds, 0.35% hits;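 active = inhibition above 50%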;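 note: 0% = tracer plus lysate wells and 100% = tracer alone without lysate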
# E coli RNAP: inhibitors of Escherichia coli RNA polymerase. P0A8V2. inhibition, %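 (tested at 10 µM)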. AID 559. 62,000 compounds, 0.2% hits. E. coli RNA polymerase, fluorescence transcription assay; in the data active = inhibition above about 20%;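 note: 0% = enzyme without compound and 100% = no enzyme blank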
# Target sequence (P0A8V2 whole entry, looked up): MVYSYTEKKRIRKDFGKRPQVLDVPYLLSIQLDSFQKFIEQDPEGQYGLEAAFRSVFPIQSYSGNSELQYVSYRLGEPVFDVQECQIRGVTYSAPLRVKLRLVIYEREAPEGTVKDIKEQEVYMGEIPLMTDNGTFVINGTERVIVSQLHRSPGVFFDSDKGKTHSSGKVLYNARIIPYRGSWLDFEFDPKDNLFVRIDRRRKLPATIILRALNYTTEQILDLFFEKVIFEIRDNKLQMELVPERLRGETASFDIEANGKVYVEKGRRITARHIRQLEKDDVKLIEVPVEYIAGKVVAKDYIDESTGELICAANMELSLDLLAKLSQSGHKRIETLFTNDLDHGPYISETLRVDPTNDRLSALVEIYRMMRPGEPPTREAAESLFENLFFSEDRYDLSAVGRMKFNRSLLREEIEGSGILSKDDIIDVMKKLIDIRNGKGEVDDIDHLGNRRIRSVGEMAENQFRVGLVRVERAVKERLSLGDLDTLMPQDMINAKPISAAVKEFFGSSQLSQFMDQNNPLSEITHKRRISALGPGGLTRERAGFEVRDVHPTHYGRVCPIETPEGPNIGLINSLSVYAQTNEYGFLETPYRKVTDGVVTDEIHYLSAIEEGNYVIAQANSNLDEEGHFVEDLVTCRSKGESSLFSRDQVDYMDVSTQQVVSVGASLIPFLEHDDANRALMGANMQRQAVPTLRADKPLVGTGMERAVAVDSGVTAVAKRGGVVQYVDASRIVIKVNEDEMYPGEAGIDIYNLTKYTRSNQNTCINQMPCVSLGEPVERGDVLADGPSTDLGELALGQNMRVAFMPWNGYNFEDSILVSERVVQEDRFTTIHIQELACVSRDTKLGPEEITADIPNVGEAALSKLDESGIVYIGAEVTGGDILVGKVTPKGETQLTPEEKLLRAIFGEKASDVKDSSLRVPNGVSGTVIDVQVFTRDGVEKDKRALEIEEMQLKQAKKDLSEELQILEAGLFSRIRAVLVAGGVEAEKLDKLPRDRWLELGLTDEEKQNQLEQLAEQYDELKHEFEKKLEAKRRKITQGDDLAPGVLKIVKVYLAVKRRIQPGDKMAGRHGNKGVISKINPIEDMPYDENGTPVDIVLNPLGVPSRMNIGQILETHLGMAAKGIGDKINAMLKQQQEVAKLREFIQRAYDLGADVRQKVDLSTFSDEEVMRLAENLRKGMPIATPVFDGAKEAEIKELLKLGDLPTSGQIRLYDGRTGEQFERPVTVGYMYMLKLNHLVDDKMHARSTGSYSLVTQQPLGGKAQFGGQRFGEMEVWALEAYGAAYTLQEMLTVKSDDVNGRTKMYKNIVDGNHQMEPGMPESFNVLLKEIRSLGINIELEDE
# Fluor 339 460: intrinsic fluorescence of library compounds, ex339/em460 – biochemical, MLSMR library, data from DPM-DC assay, artefact control, profiling panel; compound autofluorescence, ex339/em460 nm, NADH buffer; stronger effect = higher value; 1 = no-compound wells, NADH background; fluorescence fold increase at 10 µM; 65,000 compounds, 5.5% hits; AID 709;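 active = at 10 µM, mean starting fluorescence two-fold or more over control wells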;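 note: signal is the first read of a kinetic run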
# D1 mod: allosteric modulators of human D1 dopamine receptor. HEK293 D1, CRE-luciferase, dopamine EC30 potentiation; actives deviate in either direction. B-score at 10 µM. 58,000 compounds, 5.9% hits. AID 641;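 active = luminescence count or its row- and column-corrected plate score outside the 99.7% band of the plate's sample wells, on either side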
# M1 ag: activates the M1 muscarinic receptor; B-score at 10 µM; 64,000 compounds, 3% hits; AID 626; CHO-M1 cells, Fluo-4 calcium fluorescence, agonist mode; stronger effect = higher value;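 active = fluorescence rise, raw or as B-score row- and column-corrected plate score, outside the 99.7% band of its plate's samples, either direction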
# HTR1A agonist: activates the human 5-HT1a serotonin receptor; CHO 5-HT1a Ga15 NFAT-bla reporter, FRET ratio; 0% basal, 100% maximal reference agonist; activation, % at 10 µM; 65,000 compounds, 0.56% hits; AID 567;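 active = activation above the screen-wide mean activation plus 3 SD, cut at about 19% in these data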;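 note: 0% = DMSO wells and 100% = 5-CT at EC100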
# * marks the source's active call; other numbers are inactive results; · = no result given; [ ] = another dose, or the depositor's remark.
(1) O=C(CSc1nc2c(c(=O)n1-c1ccccc1)SCC2)N1CCN(c2ccccc2)CC1
(2) O=C(O)CCCC(=O)Nc1ccn(-c2ccccc2)n1
(3) O=C(c1ccc(Cl)cc1)C1CCN(C(=O)N2CCOCC2)CC1
(4) Cc1c(Cl)ccc2c1NC(=O)C21NC(CCC(N)=O)[C@H]2C(=O)N(c3ccc(Cl)cc3)C(=O)[C@H]21 (some centres undefined)
(5) Cc1c(Cl)cccc1NC(=O)CSc1nnc(CCNC(=O)OC(C)(C)C)o1
(6) CC12CCC(C(=O)n3c1nc1ccccc13)C2(C)C (centres undefined)

assay / entry	1	2	3	4	5	6
NADH enzymes	8%	3%	6%	6%	5%	4%
HER2 expr 66K	77	96	95	52	252	118
M1 antagonist	0.0014	0.35	0.025	1.8*	-0.64	-0.2
Hsp90 inh	-4	0	-3	-7	-1	-2
E coli RNAP	4	6	4	9	4	3
Fluor 339 460	1.1	1.1	1.1	1.1	1.1	1.1
D1 mod	-1	·	-1	-0.47	-0.76	0.026
M1 ag	0.56	-0.67	-0.51	0.42	-0.58	0.28
HTR1A agonist	3.5	-0.7	-0.6	-1.1	2.1	0.1

(7) COCCn1c(N2CCN(c3ccc(OC)cc3)CC2)nc2c1c(=O)[nH]c(=O)n2C
(8) Cn1c(Cn2c(=O)sc3ccccc32)nnc1SCC(=O)N1CCCCCC1
(9) Cc1nnc(N(C(=O)c2cnccn2)c2ccccc2)s1
(10) Cc1cc(=O)n2nc(N3CCCC(C(=O)N4CCN(C)CC4)C3)sc2n1 (centres undefined)
(11) Cc1ccc(Cn2c(SCC(C)C)nc3c2c(=O)[nH]c(=O)n3C)cc1
(12) CCOC(=O)C(NC(=O)Nc1ccc(F)cc1)(OCC)C(F)(F)F (centres undefined)

assay / entry	7	8	9	10	11	12
NADH enzymes	9%	4%	4%	3%	4%	3%
HER2 expr 66K	82	83	88	96	83	89
M1 antagonist	0.015	0.01	0.47	-0.19	-0.22	-0.47
Hsp90 inh	2	-2	-4	0	4	-2
E coli RNAP	8	8	-5	6	8	10
Fluor 339 460	1.1	1.1	1.1	1	1.1	1.1
D1 mod	2.1	·	1.5	-0.63	7*	0.031
M1 ag	0.3	0.29	-0.51	-0.27	-0.025	0.41
HTR1A agonist	-1.7	-1.2	-1.6	-0.8	-1.2	1.2

# Part of the list above, with values under each structure:
# Under each structure: NADH enzymes	HER2 expr 66K	M1 antagonist	Hsp90 inh	E coli RNAP	Fluor 339 460	D1 mod	M1 ag	HTR1A agonist
1: O=C(CSc1nc2c(c(=O)n1-c1ccccc1)SCC2)N1CCN(c2ccccc2)CC1
    8%	77	0.0014	-4	4	1.1	-1	0.56	3.5
2: O=C(O)CCCC(=O)Nc1ccn(-c2ccccc2)n1
    3%	96	0.35	0	6	1.1	·	-0.67	-0.7
3: O=C(c1ccc(Cl)cc1)C1CCN(C(=O)N2CCOCC2)CC1
    6%	95	0.025	-3	4	1.1	-1	-0.51	-0.6
4: Cc1c(Cl)ccc2c1NC(=O)C21NC(CCC(N)=O)[C@H]2C(=O)N(c3ccc(Cl)cc3)C(=O)[C@H]21 (some centres undefined)
    6%	52	1.8*	-7	9	1.1	-0.47	0.42	-1.1
5: Cc1c(Cl)cccc1NC(=O)CSc1nnc(CCNC(=O)OC(C)(C)C)o1
    5%	252	-0.64	-1	4	1.1	-0.76	-0.58	2.1
6: CC12CCC(C(=O)n3c1nc1ccccc13)C2(C)C (centres undefined)
    4%	118	-0.2	-2	3	1.1	0.026	0.28	0.1
7: COCCn1c(N2CCN(c3ccc(OC)cc3)CC2)nc2c1c(=O)[nH]c(=O)n2C
    9%	82	0.015	2	8	1.1	2.1	0.3	-1.7
8: Cn1c(Cn2c(=O)sc3ccccc32)nnc1SCC(=O)N1CCCCCC1
    4%	83	0.01	-2	8	1.1	·	0.29	-1.2
9: Cc1nnc(N(C(=O)c2cnccn2)c2ccccc2)s1
    4%	88	0.47	-4	-5	1.1	1.5	-0.51	-1.6

# (cont.)
(13) COc1ccc(NC(C)=O)cc1NC(=O)CSc1nnc(-c2ccccc2)n1N
(14) Cc1nnc(C)n1/N=C/c1ccccn1
(15) Cc1nc2ccccc2c(=O)n1NC(=O)c1c(O)c2ccccc2n(C)c1=O
(16) O=C(CSc1nnc(SCC(=O)c2ccco2)s1)c1ccco1
(17) CCn1c(=N)n(CC(O)COc2cccc(C)c2)c2ccccc21 (centres undefined)
(18) CC1(C)CC(=O)C=C(N2CCNCC2)C1

assay / entry	13	14	15	16	17	18
NADH enzymes	0%	2%	10%	5%	2%	6%
HER2 expr 66K	82	91	81	53	63	67
M1 antagonist	-1.2	-0.038	-0.62	-0.5	0.008	0.45
Hsp90 inh	-3	1	-3	-5	-9	2
E coli RNAP	-2	-5	5	10	-13	2
Fluor 339 460	1.1	1.1	1.1	1.1	1	1.1
D1 mod	-0.65	0.047	-1.3	·	-1.6	0.15
M1 ag	0.0056	1.6	-0.32	0.14	0.86	0.11
HTR1A agonist	0.4	-2.6	0.7	-4.4	-0.4	0.6

(19) CCc1ccccc1N(C(=O)CCC(=O)Nc1cc(C)on1)C(C(=O)NC1CCCC1)c1ccco1 (centres undefined)
(20) CCOC(=O)N1CCC(NC(=O)c2cc(C(=O)Nc3ccc(OCC)cc3)ccc2CO)CC1
(21) CC(C)C1Cc2c(sc3c2c(=O)n(Cc2ccccc2)c2nncn32)CO1 (centres undefined)
(22) COc1cccc(-n2nnc3c(=O)n(Cc4ccc(F)cc4)cnc32)c1
(23) CCN(CC(=O)NCc1ccc(F)cc1)CC(O)COCc1cccc(OC)c1 (centres undefined)
(24) Cc1cc(NC(=O)C(C)C)ncc1NC(=O)c1cccc(F)c1

assay / entry	19	20	21	22	23	24
NADH enzymes	5%	5%	0%	4%	6%	1%
HER2 expr 66K	143	89	163	124	84	79
M1 antagonist	0.45	0.091	2	-0.48	-0.69	-0.088
Hsp90 inh	-3	-3	-2	2	-4	-2
E coli RNAP	-13	3	-1	8	8	-2
Fluor 339 460	1.1	1	1.1	1.1	1	1.1
D1 mod	·	0.31	·	-0.27	-0.59	0.14
M1 ag	0.51	0.57	-0.088	-0.18	-0.0026	-0.94
HTR1A agonist	-0.6	-2.9	6.1	-1.1	-2.3	-3.3

(25) O=C1CC(c2ccccc2)n2nc(NC(=O)c3cccnc3)nc2N1 (centres undefined)
(26) COC(=O)C1=C(N)Oc2cc(C)n(CCCn3ccnc3)c(=O)c2C1c1cccc(Cl)c1 (centres undefined)
(27) COc1ccc(C2N(c3cccc(Cl)c3)C(=O)C3CCCN32)cc1 (centres undefined)
(28) Cn1c(C(=O)N2CCCC2)cc2c(=O)n(C)c3ccccc3c21
(29) CN1CCN(CC(O)COc2ccc(OCC(O)CN3CCN(C)CC3)cc2)CC1 (centres undefined)
(30) O=C(NCCCN1CCCC1=O)c1ccc2c(=O)n(Cc3ccco3)c(=S)[nH]c2c1

assay / entry	25	26	27	28	29	30
NADH enzymes	7%	4%	12%	14%	9%	3%
HER2 expr 66K	115	131	120	73	130	121
M1 antagonist	-0.081	-1.3	0.39	-0.38	0.3	1.6
Hsp90 inh	-7	-4	0	-4	-4	3
E coli RNAP	9	5	0	3	·	-8
Fluor 339 460	1.1	1.1	1.1	1.1	1.1	1.1
D1 mod	-0.32	0.017	-0.081	0.08	-1	-0.77
M1 ag	-1.4	0.63	-0.66	-0.33	-0.11	-0.77
HTR1A agonist	-4.2	-1.8	-1.7	3.4	0.2	0.2

(31) Cc1nc2sc3c(c2c2nc(-c4ccco4)nn12)CC(C)(C)OC3
(32) CSc1ccc(S(=O)(=O)Nc2ccc(NC(C)=O)cc2)cc1
(33) CCOc1ccc(NS(=O)(=O)c2ccc(SC)cc2)cc1
(34) Cc1cc(NC(=O)c2cnn3c(C(F)F)cc(-c4ccccc4)nc23)no1
(35) O=C(Cn1cnc2c(nnn2Cc2ccc(F)cc2)c1=O)N1CCCc2ccccc21
(36) COc1ccc(CC(=O)Nc2cccc(C(=O)O)c2C)cc1

assay / entry	31	32	33	34	35	36
NADH enzymes	5%	5%	5%	1%	7%	7%
HER2 expr 66K	105	85	94	98	168	91
M1 antagonist	·	-0.42	-0.68	0.04	0.54	0.22
Hsp90 inh	0	0	2	3	1	0
E coli RNAP	5	6	3	7	·	6
Fluor 339 460	1.1	1.1	1.1	1.2	1.1	1.1
D1 mod	-0.32	-0.98	·	1.9	-0.29	0.44
M1 ag	·	-0.01	-0.96	-0.55	-0.28	0.44
HTR1A agonist	0.2	0.5	-2.2	0.8	0.5	-2.4

(37) Cn1c(=O)cc(OCCCC(=O)Nc2ccccn2)c2ccccc21
(38) CC(C)c1ccc(-c2nn[nH]n2)cc1
(39) CC1(C(=O)N(CC(=O)NC2CCCC2)C2CCCC2)CC(=O)N=C2C=CC=CN21 (centres undefined)
(40) COc1ccc(CNc2nc3nc(C)c(Cl)c(C)n3n2)cc1OC
(41) CC(NC(=O)NCC1CCCO1)(C(F)(F)F)C(F)(F)F (centres undefined)
(42) COc1ccccc1N(C(=O)CNS(=O)(=O)c1ccccc1)C(C(=O)NCc1ccco1)C(C)C (centres undefined)

assay / entry	37	38	39	40	41	42
NADH enzymes	6%	5%	7%[fluoresces]	4%	4%	6%
HER2 expr 66K	86	74	93	94	95	88
M1 antagonist	0.0099	-0.61	1.1	-0.14	0.66	-0.038
Hsp90 inh	0	-4	-3	-4	4	-1
E coli RNAP	12	5	-5	8	-2	9
Fluor 339 460	1	1	3.8*	1.1	1	1
D1 mod	-0.58	0.78	0.31	6.2*	·	-0.54
M1 ag	-0.59	-1.3	1.4	0.65	0.17	-0.45
HTR1A agonist	-1.6	-2.0	-0.3	-0.2	1.5	-2.2

(43) CC(NC(=O)c1ccco1)C(c1cccs1)N1CCN(c2ccccc2)CC1 (centres undefined)
(44) CCOC(=O)C1=C(c2ccccc2)Nc2ncnn2C1c1cc(OC)cc(OC)c1OC (centres undefined)
(45) NC1(N)OC(CN2C(=O)c3ccccc3C2=O)CS1 (centres undefined)
(46) Cc1cc(C)c(C#N)c(N2CCCC(C(N)=O)C2)n1 (centres undefined)
(47) Cc1ccc(NC(=O)CC2C(=O)NC3CCCCC3N2C(=O)c2ccc(F)cc2)cc1C (centres undefined)
(48) CC(OCc1ccccc1)C(NC(=O)OC(C)(C)C)C(=O)NCC1CCCO1 (centres undefined)

assay / entry	43	44	45	46	47	48
NADH enzymes	7%	5%	3%	6%[fluoresces]	4%	6%
HER2 expr 66K	111	69	108	75	71	86
M1 antagonist	0.99	1.1	0.4	-0.05	-0.68	-0.045
Hsp90 inh	0	4	-3	3	-4	0
E coli RNAP	10	1	-7	-8	7	8
Fluor 339 460	1.1	1	1	4.1*	0.98	1.1
D1 mod	-0.84	-0.3	0.86	-0.014	1.7	0.018
M1 ag	0.47	2.8	-1	0.014	0.39	0.57
HTR1A agonist	-1.3	1.2	-5.1	-0.1	1.6	-2.2

(49) COc1ccc(-n2nnc3c(SCC(=O)N4CCCc5ccccc54)ncnc32)cc1
(50) O=C(Cn1nnc(-c2cccs2)n1)OC1CCCCC1
(51) O=c1c2c(-c3ccccc3)csc2nc2n1CCC2
(52) Cc1oc(-c2ccccc2F)nc1CN1CCC(C(=O)NCc2cccs2)CC1
(53) C[C@]12CC[C@@H]3c4ccc(O)cc4C(=O)C[C@H]3[C@@H]1CC[C@@H]2O

assay / entry	49	50	51	52	53
NADH enzymes	3%	1%	2%	2%	2%
HER2 expr 66K	24	93	106	124	130
M1 antagonist	0.38	-0.029	-0.12	0.54	-0.52
Hsp90 inh	-2	0	-5	-6	2
E coli RNAP	3	4	4	4	8
Fluor 339 460	1.1	1.1	1	1	0.98
D1 mod	-1.6	-0.28	0.1	·	1.3
M1 ag	1.2	-0.064	0.31	-0.71	0.21
HTR1A agonist	0.5	-1.6	-3.2	-4.8	1.0
